Screening results from PubChem BioAssay.
STAT1 blocker – reduces IFN-gamma driven STAT1 reporter signal | NIH 3T3 STAT1-luciferase reporter, luminescence | inhibition, % at 5.5 µM | hit rate 0.35% among 200,000;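 active = inhibition above a set limit, the mean inhibition across all tested compounds plus 3 SD, cut at about 34% in these data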;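 note: 0% = IFN-gamma with DMSO and 100% = IFN-gamma with 300 µM nifuroxazide; values of inactives mirror those of a sister screen read the other way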
TLR4 MyD88 comp – inhibitors of human TLR4-MyD88 binding; inhibition, % at 8.4 µM; HeLa CL3-4 TLR4/MyD88 BLA complementation, FRET ratio; hit rate 0.18% among 200,000; in the data active = inhibition above about 25%;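 note: 0% = vehicle and 100% = reference inhibitor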
Target sequence (O00206 whole entry, looked up): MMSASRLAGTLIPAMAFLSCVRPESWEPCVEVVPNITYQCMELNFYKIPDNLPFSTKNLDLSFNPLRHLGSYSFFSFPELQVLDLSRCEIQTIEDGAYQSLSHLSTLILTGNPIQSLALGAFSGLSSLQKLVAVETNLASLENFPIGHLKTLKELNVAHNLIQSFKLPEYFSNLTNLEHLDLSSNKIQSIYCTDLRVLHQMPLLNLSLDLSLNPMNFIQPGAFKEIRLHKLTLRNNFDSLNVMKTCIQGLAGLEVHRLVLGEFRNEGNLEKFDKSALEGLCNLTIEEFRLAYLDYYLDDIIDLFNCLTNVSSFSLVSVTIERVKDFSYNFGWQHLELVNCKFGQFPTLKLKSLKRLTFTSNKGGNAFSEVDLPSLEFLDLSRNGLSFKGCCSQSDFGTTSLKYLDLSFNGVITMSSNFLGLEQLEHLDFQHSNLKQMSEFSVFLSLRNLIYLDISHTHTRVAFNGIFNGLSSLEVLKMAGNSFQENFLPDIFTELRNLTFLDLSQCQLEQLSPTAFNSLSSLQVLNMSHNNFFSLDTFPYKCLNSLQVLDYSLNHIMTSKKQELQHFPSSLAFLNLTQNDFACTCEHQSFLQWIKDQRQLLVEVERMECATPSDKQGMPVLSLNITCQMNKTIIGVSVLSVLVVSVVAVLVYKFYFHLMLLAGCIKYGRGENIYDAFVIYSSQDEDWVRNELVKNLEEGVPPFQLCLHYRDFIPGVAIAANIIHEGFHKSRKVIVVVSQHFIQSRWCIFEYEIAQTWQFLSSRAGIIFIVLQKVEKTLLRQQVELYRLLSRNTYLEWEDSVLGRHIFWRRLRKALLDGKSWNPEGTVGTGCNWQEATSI
Target sequence (Q99836 whole entry, looked up): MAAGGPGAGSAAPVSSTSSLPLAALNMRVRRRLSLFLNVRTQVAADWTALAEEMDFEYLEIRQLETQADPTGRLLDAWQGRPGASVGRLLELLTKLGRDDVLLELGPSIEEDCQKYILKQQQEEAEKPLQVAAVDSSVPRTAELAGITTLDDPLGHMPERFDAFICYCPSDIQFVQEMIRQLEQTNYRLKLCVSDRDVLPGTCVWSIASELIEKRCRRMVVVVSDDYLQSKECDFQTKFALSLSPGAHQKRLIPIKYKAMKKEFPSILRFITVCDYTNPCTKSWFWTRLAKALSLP
APP 5UTR inh – APP translation inhibition. hit rate 0.82% among 190,000. inhibition, % at 2 µM. SH-SY5Y APP 5'UTR-luciferase reporter, luminescence. AID 1285;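 active = inhibition above a set limit, derived from the sample mean plus 3 SD, cut at about 45% in these data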; note: values of inactives mirror those of a sister screen read the other way
STAT3 activator – increases IL-6 driven STAT3 reporter signal; U3A cells, IL-6 STAT3-luciferase reporter, luminescence; 100% = signal with IL-6 EC80 alone; activation (% of control), % at 5.6 µM; hit rate 0.91% among 190,000;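 active = activation above the screen-wide mean of compound activation plus 3 SD, cut at about 130% in these data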;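 note: 0% = background luminescence of wells with medium and substrate only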
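Test system: Human STAT1-deficient U3A cells with stable STAT3-luciferase reporter | Also added: Interleukin-6, 33 ng/mL | Timing: Compound pre-incubation 1 h before IL-6, then 6 h stimulation at 37 °C | Technique: Luciferase reporter luminescence | Read-out: Percent of IL-6-only median luminescence | Benchmarks: IL-6-only wells as 100% reference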
Diaphorase act – diaphorase activation or chemical reduction counter-screen | AID 1229 | activation factor at 20 µM | hit rate 0.005% among 190,000 | Diaphorase/resazurin coupled assay, resorufin fluorescence, 16 min; stronger effect = higher value; 1 = vehicle wells, 0 = NADH-free wells;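 active = diaphorase activity raised at least twofold by the compound at 20 µM; inactive = activation factor below 2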
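Material: Purified diaphorase enzyme from Clostridium kluyveri | Buffer or medium: 50 mM HEPES pH 7.4 with 4.542 mM MgCl2, 0.005% Tween 20 | Times: 16 min enzyme reaction, ambient temperature | Signal: Red resorufin fluorescence at 544/590 nm excitation/emission | Measure: Increased resorufin signal from activators or reducing compounds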
G6PDH CS – L. mesenteroides G6PDH inhibition counter-screen; Purified L. mesenteroides G6PDH, diaphorase/resazurin coupled fluorescence, 45 min; AID 1020; hit rate 0.12% among 200,000; inhibition, % at 5 µM; in the data active = inhibition above about 50%
STAT3 blocker – reduces IL-6 driven STAT3 reporter signal | hit rate 0.89% among 190,000 | AID 862 | U3A cells, IL-6 STAT3-luciferase reporter, luminescence; host cell line lacks STAT1 | inhibition, % at 5.5 µM;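 active = inhibition above the mean inhibition across all screened compounds plus 3 SD, cut at about 44% in these data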;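 note: 0% = DMSO only wells and 100% = 100 µM nifuroxazide control wells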
STAT1 act – STAT1 signaling activation. NIH 3T3 STAT1-luciferase reporter, IFN-gamma, luminescence; 100% = IFN-gamma alone, no compound. activation (% of control), % at 5.5 µM. hit rate 2.6% among 200,000. AID 932;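 active = activation above the screen-wide mean activation plus 3 SD, cut at about 130% in these data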;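 note: raw ratio to IFN-gamma control signal so 100% means no change and 0% no light; values of inactives mirror those of a sister screen read the other way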
Diaph inh CS – inhibits diaphorase or chemically oxidizes, flagging diaphorase assay artifacts; diaphorase resazurin-to-resorufin fluorescence, NADH, 16 min; bacterial (C. kluyveri) enzyme, not human; AID 1217; hit rate 0.69% among 190,000; inhibition, % at 20 µM;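 active = primary screen inhibition at 20 µM above a set limit, cut at about 50% in these data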;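 note: plate controls were DMSO with full reaction for no effect and wells lacking NADH for full effect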
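Test system: bacterial diaphorase enzyme (C. kluyveri); Quantity: 0.14 U/mL diaphorase, enzyme working solution; Times: reaction incubation of 16 min at room temperature; Measured by: fluorescence of resorufin formed from resazurin, Ex 544/Em 590 nm; Benchmarks: positive control minus NADH, DMSO neutral control.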
Hsp70 act – Hsp70 transcriptional activation, primary screen. hit rate 0.04% among 200,000. activation, % at 10 µM. HeLa Hsp70 promoter luciferase reporter, luminescence; scaled: vehicle 0, proteasome-inhibitor control 100%;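 active = activation above the mean across all tested compounds plus 3 SD, cutoff set per campaign, cut at about 5.5% in these data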;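 note: 100% = MG132 at 30 µM as the positive control and 0% = DMSO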
* = called active by the depositor; nt = no result given.

SMILES	STAT1 blocker	TLR4 MyD88 comp	APP 5UTR inh	STAT3 activator	Diaphorase act	G6PDH CS	STAT3 blocker	STAT1 act	Diaph inh CS	Hsp70 act
Oc1ccccc1/C=N/c1c(-c2ccco2)nc2ccccn12	-11	9	-2	85	0.6	8	24	110	43	0.1
Clc1ccc(-c2ccc(-c3nn4c(-c5ccco5)nnc4s3)o2)cc1	-1	-3	-4	81	nt	nt	26	100	nt	-0.5
COc1ccc(C(=O)c2ncc(C(F)(F)F)cc2Cl)cc1	-1	-1	-2	110	0.9	6	-11	101	6	-0.4
CCOc1ccc2nc(SCC(=O)NCc3ccc4c(c3)OCO4)[nH]c2c1	-3	-8	9	106	0.8	-17	2	108	20	0.1
CC1(C)Cc2c(sc3c2c2ncnn2c2nnc(SCC(=O)NCc4ccco4)n32)CO1	1	11	3	97	0.9	1	7	99	13	-0.2
CCCCCCCCOC(=O)CCc1c(C)[nH]c(=S)[nH]c1=O	14	-11	-5	96	0.9	4	9	88	12	-0.3
Cc1ccc(Cn2ncc3c(N4CCN(C)CC4)ncnc32)cc1	0	-11	-10	95	1.2	10	11	98	-18	0.0
COc1ccc(CCNC(=O)c2cc(C(C)C)on2)cc1OC	2	-16	-24	96	0.9	24	5	99	10	-0.6
CC(C)(C)C1CCc2c(sc3c2C(=O)NC(c2ccco2)N3)C1 (configuration not stated)	10	-8	-22	103	0.8	0	0	91	24	0.1
c1ccc(CCCCNCC2COc3ccccc3O2)cc1 (configuration not stated)	-3	-5	-20	113	0.9	6	-14	102	5	-0.1
COc1cc(NC(=O)C2CCCCN2)ccc1OCC(C)C (configuration not stated)	3	16	1	106	0.9	-12	-5	97	9	-0.2
C/C(=C\C(=O)c1ccccc1)Nc1ccc(O)cc1	-44	7	-3	95	0.8	7	6	140*	18	0.2
O=C(O)CSc1nnc(-c2cccs2)n1-c1ccc(Cl)cc1	-1	14	-9	99	0.9	3	5	101	11	-0.2
Cc1ccc(N(C(=O)Cc2cccs2)C(C(=O)NC2CCCCC2)c2ccccn2)cc1C (configuration not stated)	-5	-6	5	113	0.9	12	-11	105	14	-0.4
Cc1ccc(OCCNC(=O)c2ccccc2N)cc1	-9	6	-3	107	1.1	-3	-4	108	-8	0.1
CC(=O)Nc1sc(/C(C#N)=C/c2ccc(Cl)c(Cl)c2)nc1-c1ccc(C)cc1	-4	19	-14	104	0.8	2	-4	103	19	-0.5
CCn1c(N)c(C(=O)NCc2ccco2)sc1=S	-1	3	-8	100	0.8	14	3	101	19	-0.1
O=C(Cn1[nH]c(=O)c2ccccc2c1=O)NNC(=O)c1ccccc1	-4	0	-17	95	0.9	4	8	104	5	-0.3
CC1CCCN(CCCNC(=O)CCn2nc(-c3ccccc3)ccc2=O)C1 (configuration not stated)	-8	4	-19	100	1	4	6	107	-4	-0.1
NCCCC[C@H](N)c1nnc([C@H](CCC(=O)O)NC(=O)C2CCNCC2)o1	2	-1	-8	nt	1.1	2	nt	100	-9	-0.1
Cc1cc(N/N=C/c2ccc(O)c(C)c2O)nc(-c2ccccc2O)n1	-25	-11	43	95	0.9	6	3	122	12	-0.2
Cc1cccc(-n2c(CNC(=O)c3ccccc3)nnc2SCC(=O)Nc2nccs2)c1	3	6	12	96	0.9	4	5	98	9	-0.2
CCOC(=O)c1c(CN2CCOCC2)n(-c2ccccc2)c2cc(Br)c(OC)cc12	2	-8	-11	99	0.7	7	2	98	32	-0.3
CN(C)CCCOC(=O)c1ccc(Br)cc1	-4	-6	1	97	0.9	6	8	102	7	-0.3
CC(O)c1ccc(-n2cnnn2)cc1 (configuration not stated)	-3	-1	4	108	0.9	-1	-11	103	9	-0.3
CCOC(=O)Cn1nnnc1C(C(C)C)N(Cc1cc2c(C)cc(C)cc2[nH]c1=O)C1CCCC1 (configuration not stated)	-2	5	13	108	0.9	4	-5	102	11	-0.1
CCN(CC)CCC(=O)NN	1	0	-5	99	1.1	7	5	98	-7	0.1
Cc1ccc(-c2csc3nnc(SCC(=O)NCc4ccco4)n23)cc1	11	4	2	97	0.9	-11	6	87	9	-0.1
CC(=O)c1c(N2CCN(c3ccccn3)CC2)nc(=S)n(-c2ccccc2)c1C	-9	-2	22	95	0.5	5	9	106	46	-0.1
OC(COCc1ccccc1)CN1CCN(c2ccccc2)CC1 (configuration not stated)	-7	-9	8	99	0.9	2	6	106	10	-0.4
Cc1ccc(SCCC(=O)NCCSCc2ccccc2C)cc1	-5	1	21	102	0.8	2	-2	104	16	-0.3
COc1ccc(NC(=S)Nc2ccccc2F)c(OC)c1	-4	2	6	100	0.9	5	6	104	13	0.0
COCCNCC1C(Oc2ccc(Cl)cc2)C(=O)N1c1ccccc1C (configuration not stated)	9	-6	9	95	0.9	3	11	93	12	-0.1
O=c1[nH]ncc(N2CCCCCC2)c1Cl	-19	-16	-7	102	1	16	0	116	4	-0.4
Cc1ccccc1C(=O)NNC(=O)CSc1nnc(-c2ccncc2)n1-c1ccccc1	1	5	-11	100	0.9	-5	3	99	9	-0.3
O=C1NC(=O)/C(=C\c2ccccc2Oc2ccc(F)c(F)c2)S1	-5	-10	6	114	0.7	9	-10	104	28	-0.2
CCn1c(N2CCN(CC(=O)Nc3cccc(C)c3C)CC2)nc2ccccc21	5	4	-3	109	0.8	4	-2	95	23	-0.2
Cc1ccccc1OC(=O)n1c(=S)oc2cc(Cl)ccc21	7	-11	3	125	1.1	-4	-30	94	-5	-0.5
COc1ccc2cc(/C=N/NC(=O)CSCc3ccc([N+](=O)[O-])cc3)c(Cl)nc2c1	-5	4	-5	97	0.9	6	5	104	9	0.2
CCOC(=O)C1CCN(C(=O)Cn2cc(C(=O)OC)c3ccccc32)CC1	-2	7	3	102	1	0	4	102	3	0.1
Cc1cnc(C(=O)OCC(=O)NCc2ccc3c(c2)OCO3)cn1	3	5	-10	103	0.9	9	-1	97	6	-0.2
COCC(C)n1c(SCC(=O)N(C)C2CCS(=O)(=O)C2)nc2ccccc2c1=O (configuration not stated)	-4	-9	4	93	0.9	8	10	103	7	0.0
CCN1C(=O)c2cccc3c(S(=O)(=O)NCc4cccnc4)ccc1c23	-2	7	-20	95	0.9	3	11	102	9	-0.5
O=C(c1ccccc1-c1ccccc1)N1CCN(c2ccccn2)CC1	2	6	46*	120	0.9	11	-23	98	11	-0.5
CCN(CC)CCNC(=O)c1c(C)oc2cc(Br)c(OC)cc12	5	6	7	81	0.9	18	24	95	6	0.2
O=C(Nc1cc(Cl)ccn1)C1CCN(S(=O)(=O)c2cccs2)CC1	0	-11	-4	56	0.8	5	51*	100	17	-0.2
COc1cccc(C(=O)n2cnnc2N)c1OC	-2	-6	1	98	0.9	-21	6	102	12	0.0
CN(C)CCNC(=O)c1ccc(Cl)s1	-3	2	0	102	1.1	21	-2	102	-15	0.5
Cc1cccc(N2CN(Cc3ccco3)CNC2=S)c1	-2	0	5	95	0.9	-1	6	102	15	-0.1
Cc1cc(N2C(=O)C3C4c5ccccc5C(c5ccccc54)C3C2=O)no1 (configuration not stated)	5	0	9	103	0.8	2	-2	95	15	-0.3
CC(=O)Oc1cccc(N2C(=O)C3C4C=CC(C4=C(C)C)C3C2=O)c1 (configuration not stated)	-1	-3	-4	99	0.9	4	8	101	8	-0.2
CC(C)c1ccc(NC(=O)CCN2C(=O)c3ccc([N+](=O)[O-])cc3C2=O)cc1	6	-4	-10	93	0.9	-2	9	95	6	-0.2
O=C(CC(NS(=O)(=O)c1ccc(Cl)cc1)c1ccco1)NCc1ccco1 (configuration not stated)	-5	1	-1	96	0.9	16	7	105	6	-0.1
CCN(CC)c1ccc(NC(=O)COc2ccccc2C#N)cc1S(=O)(=O)Nc1ccc(OC)cc1	8	0	-5	123	0.8	0	-31	93	20	-0.4
O=C1NC2(CCCCCC2)N=C1c1ccc(Br)cc1	-14	3	-13	106	1.1	8	-7	114	-13	-0.3
COCCNC(=S)N/N=C(\C)c1ccc(OC)cc1	7	4	-24	95	0.9	6	3	95	6	0.0
Cc1ccc(C2CC(c3ccc(NS(C)(=O)=O)cc3)=NN2C(=O)c2ccco2)cc1 (configuration not stated)	8	-23	-1	94	0.8	1	10	93	20	-0.4
CN=C1SC(CC(=O)Nc2cccc(C(F)(F)F)c2)C(=O)N1C (configuration not stated)	-2	2	-3	94	0.9	17	9	102	12	-0.1
OC(COCc1cccs1)CN1CCCCCC1 (configuration not stated)	4	2	-18	99	0.9	8	8	96	14	-0.3
O=C(Cc1ccccc1)NN1C(=O)C2C3C=CC(C4CC34)C2C1=O (configuration not stated)	-8	-7	0	107	1	1	-6	107	5	-0.5

Gathered by group, the entries above with a nitro group on carbon
SMILES	STAT1 blocker	TLR4 MyD88 comp	APP 5UTR inh	STAT3 activator	Diaphorase act	G6PDH CS	STAT3 blocker	STAT1 act	Diaph inh CS	Hsp70 act
COc1ccc2cc(/C=N/NC(=O)CSCc3ccc([N+](=O)[O-])cc3)c(Cl)nc2c1	-5	4	-5	97	0.9	6	5	104	9	0.2
CC(C)c1ccc(NC(=O)CCN2C(=O)c3ccc([N+](=O)[O-])cc3C2=O)cc1	6	-4	-10	93	0.9	-2	9	95	6	-0.2

Following part.
SMILES	STAT1 blocker	TLR4 MyD88 comp	APP 5UTR inh	STAT3 activator	Diaphorase act	G6PDH CS	STAT3 blocker	STAT1 act	Diaph inh CS	Hsp70 act
C/C(CCc1ccco1)=N/NC(=O)CCC(=O)Nc1ccc(Br)cc1	0	15	-18	100	1	0	-2	100	0	0.4
Cc1ccc(S(=O)(=O)N2CCC(C(=O)Nc3nnc(-c4ccc(F)cc4)s3)CC2)cc1	9	-7	-6	93	1	9	6	92	0	-0.1
O=C(CN1CCC(c2nc3ccccc3[nH]2)CC1)NCc1ccc2c(c1)OCO2	6	-18	-7	102	0.8	5	4	95	20	-0.1
Cc1ccc(NC(=O)c2ccccc2NS(=O)(=O)c2ccc(F)cc2)cc1S(=O)(=O)N1CCCCC1	10	-19	14	72	0.8	1	34	91	24	-0.3
CCCCn1nnc(NC(=O)COc2ccc(Cl)c(C)c2)n1	0	4	-16	97	1	4	5	100	4	0.1
C#CCOCCOCCOCCNc1nc(N2CCN(C(=O)[C@H]([C@@H](C)CC)n3cc([C@@H](N)Cc4ccc(O)cc4)nn3)CC2)nc(N2CCN(C(=O)[C@H](Cc3ccc(O)cc3)n3cc([C@@H](N)CC(C)C)nn3)CC2)n1	-4	1	12	nt	1.1	14	nt	105	-12	0.3
